HTR5A inv ag: HTR5A inverse agonists in luminescence cell assay, primary screen, counter-screen for OPRM1-OPRD1 heterodimer inverse agonist project, full-deck HTS; HTR5A cell line, inverse agonism; inhibition, % at 9.3 µM; 340,000 compounds, 0.083% hits; AID 504634, 2011; in the data active means inhibition mostly above about 23%, no sharp cut-off; inactive means mostly below about 18%;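 further: 0% = cells with DMSO and 100% = no-cell wells with DMSO; some compounds called inactive have numbers as strong as hits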
Target sequence (P47898 whole entry, looked up): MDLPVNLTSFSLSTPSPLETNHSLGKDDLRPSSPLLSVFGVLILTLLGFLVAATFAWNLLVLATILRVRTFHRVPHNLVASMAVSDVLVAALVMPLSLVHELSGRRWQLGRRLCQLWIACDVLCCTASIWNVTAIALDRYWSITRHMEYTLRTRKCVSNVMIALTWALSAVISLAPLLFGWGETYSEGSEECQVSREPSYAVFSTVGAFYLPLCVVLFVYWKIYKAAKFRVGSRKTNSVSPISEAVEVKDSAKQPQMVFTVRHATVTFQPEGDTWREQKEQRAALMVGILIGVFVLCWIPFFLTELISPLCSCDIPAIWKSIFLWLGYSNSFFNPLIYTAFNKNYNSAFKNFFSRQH
MOR-DOR ag: agonists of OPRM1-OPRD1 heterodimerization, primary screen, cell-based, luminescence | Mu-type opioid receptor (Homo sapiens) + Delta-type opioid receptor (Homo sapiens), … | cells | activation, % at 9.3 µM | 340,000 compounds, 0.3% hits; in the data active means activation above about 18%;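 further: 0% = vehicle-treated cells and 100% = reference agonist; values of inactives mirror those of a sister screen read the other way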
Cardiac RTF inh: cardiac RTF calcium sensitivity inhibitors, primary screen, biochemical, IANBD-TnC fluorescence, EC70 calcium; Troponin I, cardiac muscle (Homo sapiens) + Troponin T, cardiac muscle (Homo sapiens) + …; IANBD-labeled cardiac RTF, Ca2+ fluorescence; inhibition, % at 7.15 µM; 340,000 compounds, 0.12% hits;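 active means inhibition above the mean inhibition of all tested compounds plus 3 SD, cut at about 17% in these data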;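 further: assay run at fixed EC70 calcium of 1.6 mM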
cardiac RTF act: cardiac RTF calcium sensitivity activators, primary screen, biochemical, IANBD-TnC fluorescence, EC20 calcium. Troponin I, cardiac muscle (Homo sapiens) + Troponin T, cardiac muscle (Homo sapiens) + …. IANBD-labeled TnC RTF fluorescence at EC20 calcium; 0% EC20 calcium, 100% full calcium. activation, % at 7.2 µM. 340,000 compounds, 0.24% hits. AID 493008, 2010;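 active means activation above the mean over all tested compounds plus 3 SD, cut at about 30% in these data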;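 further: rise in fluorescence read as greater calcium sensitivity of cardiac thin filaments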
HTR5A ag ctr: HTR5A agonists in luminescence cell assay, primary screen, counter-screen for OPRM1-OPRD1 heterodimer agonist project, full-deck HTS; 5-hydroxytryptamine receptor 5A (Homo sapiens), P47898; cell-based; activation, % at 9.3 µM; 340,000 compounds, 0.61% hits; AID 504692, 2011; in the data active means activation mostly above about 9.5%, no sharp cut-off; inactive means mostly below about 7.6%;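 further: 0% = cells with vehicle only and 100% = reference agonist; strong numbers were not always called active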
LANA DNA inh: inhibitors of KSHV C-LANA binding to DNA, primary screen, biochemical, fluorescence polarization, FAM-LBS DNA, MBP-C-LANA, single point; inhibition, % at 9 µM; 340,000 compounds, 0.078% hits; AID 504423, 2011;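 active means highest replicate inhibition at or above 60% at 9 µM, even if other replicates fall short; inactive means all replicates below 60% inhibition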;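 further: 0% = neutral control wells and 100% = 4 µM acridine orange control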
V-ATPase pHluor: regulators of yeast V-ATPase proton pumping, primary screen, pHLuorin cytosolic pH fluorescence | S. cerevisiae | response, % at 10 µM | 350,000 compounds, 0.37% hits | AID 504577, 2011; in the data active means response mostly above about 7.3%, no sharp cut-off; inactive means mostly below about 5.4%; further: actives read high; inactives centre near 0; some compounds called inactive have numbers as strong as hits; reference of the scale not given here
Keap1-Nrf2 PPI: Keap1-Nrf2 protein-protein interaction inhibitors, primary screen, biochemical, fluorescence polarization, single point. Keap1 Kelch-Nrf2 peptide fluorescence polarization, 1536-well. inhibition, % at 9.4 µM. 340,000 compounds, 0.15% hits; in the data active means inhibition above about 12%;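 further: human Keap1 Kelch domain with fluorescein labeled Nrf2 9mer peptide probe; 0% = neutral control wells and 100% = peptide positive control; higher means more block of Keap1 binding to Nrf2 peptide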
Target sequence (Q14145 whole entry, looked up, the tested form may be a part): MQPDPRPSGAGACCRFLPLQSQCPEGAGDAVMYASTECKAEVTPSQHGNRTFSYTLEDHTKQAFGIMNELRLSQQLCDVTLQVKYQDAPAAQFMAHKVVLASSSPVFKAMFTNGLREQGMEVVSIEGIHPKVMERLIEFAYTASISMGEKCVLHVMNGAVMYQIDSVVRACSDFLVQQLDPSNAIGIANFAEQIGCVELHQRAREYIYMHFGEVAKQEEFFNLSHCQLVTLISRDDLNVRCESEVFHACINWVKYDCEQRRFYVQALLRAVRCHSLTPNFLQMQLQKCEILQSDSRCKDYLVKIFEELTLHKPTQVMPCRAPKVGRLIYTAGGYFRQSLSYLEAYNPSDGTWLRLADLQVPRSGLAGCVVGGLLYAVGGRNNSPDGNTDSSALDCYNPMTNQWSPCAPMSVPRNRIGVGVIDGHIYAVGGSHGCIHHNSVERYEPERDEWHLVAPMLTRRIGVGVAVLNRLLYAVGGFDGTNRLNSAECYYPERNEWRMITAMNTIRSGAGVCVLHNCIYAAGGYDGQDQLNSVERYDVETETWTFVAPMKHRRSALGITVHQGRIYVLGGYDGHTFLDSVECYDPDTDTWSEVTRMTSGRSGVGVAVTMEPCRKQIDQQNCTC
OPRM1-OPRD1 inv: inverse agonists of MOR-DOR heterodimerization, primary screen, cell-based, luminescence; 340,000 compounds, 0.21% hits; cell-based MOR-DOR heterodimer luminescence, inverse agonism; inhibition, % at 9.3 µM; AID 504357, 2011; in the data active means inhibition above about 22%, passing the limit was not always enough;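 further: 0% = cells with DMSO and 100% = wells without cells with DMSO; values of inactives mirror those of a sister screen read the other way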
CAL-PDZ inh HTS: untagged CAL PDZ binding inhibitors, primary screen, biochemical, fluorescence polarization, HTS; purified CAL PDZ, TMR-peptide fluorescence polarization, 1 h; AID 602252, 2012; inhibition, % at 24.9 µM; 300,000 compounds, 0.92% hits; Golgi-associated PDZ and coiled-coil motif-containing protein (Homo sapiens), Q9HD26;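 active means mean inhibition of at least 30% with at least half of replicates also reaching 30%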;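 further: 0% = DMSO neutral control and 100% = excess unlabeled competitor peptide PRC23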
The depositor's hits bear a star; . = no result given.

#	SMILES	HTR5A inv ag	MOR-DOR ag	Cardiac RTF inh	cardiac RTF act	HTR5A ag ctr	LANA DNA inh	V-ATPase pHluor	Keap1-Nrf2 PPI	OPRM1-OPRD1 inv	CAL-PDZ inh HTS
1	COc1ccc(OC2CCN(C(=O)Nc3ccc(C)cc3)CC2)cc1	-20	-0.6	-4	4	5	.	-1	6	3	-2
2	CC(=O)NC(CC(=O)NCc1ccncc1)c1ccccc1 (stereo unspecified)	-28	-2.0	-1	2	-2	0.0	-2	-3	10	-1
3	O=C(Nc1ccc2c(c1)OCO2)C1CC(=O)N(c2cccc(Cl)c2)C1 (stereo unspecified)	2	-1.4	8	-1	2	-0.6	-1	-10	10	-2
4	Cc1ccc(S(=O)(=O)CCC(=O)OCC(=O)NCC(=O)Nc2cccc(C)c2C)cc1	1	-0.3	-9	-3	0	-0.9	5	-1	2	-3
5	Fc1ccc(-c2nc3cnccn3c2NC2CCCC2)cc1	15	1.3	3	9	-5	1.8	-1	-3	-7	-4
6	O=c1oc(CCO)cc2ccccc12	4	-2.4	3	12	-2	-0.4	6	-4	13	3
7	Cc1cc(Nc2cc(F)ccc2C)n2nc(C)nc2n1	-6	-3.2	-8	-10	2	4.0	-1	-1	16	9
8	O=C(Oc1ccc2c(c1)OCO2)c1cccs1	-18	-1.0	-4	-2	1	1.4	1	0	5	-1
9	O=C(COC(=O)C1(c2cccc(F)c2)CCCC1)NCc1cccs1	0	-0.9	-2	-4	2	0.9	0	0	4	.
10	NC(=O)CC(NC(=O)Cc1ccc(Br)cc1)c1ccc(N2CCN(c3ccccn3)CC2)c([N+](=O)[O-])c1 (stereo unspecified)	-22	2.1	-4	9	0	-0.3	3	1	-11	-7
11	COc1ccc(C(=O)NC2CCCc3ccccc32)cc1 (stereo unspecified)	12	0.2	-11	1	-2	-0.7	4	-1	-1	.
12	COc1ccc(/C=N/NC(=O)c2ccc3c(c2)OCCO3)cc1[N+](=O)[O-]	-4	2.4	5	-3	2	0.7	3	4	-15	-4
13	CCN1C(=O)N(c2ccc(C(C)=O)cc2)S(=O)(=O)c2ccccc21	5	0.0	-16	-1	-1	0.9	0	-1	0	-5
14	O=C(Nc1ccc(S(=O)(=O)Nc2nccs2)cc1)C1=NN(c2ccccc2)C(=O)CC1	-6	-1.7	4	3	2	2.1	0	1	9	-4
15	CCc1ccc(S(=O)(=O)NCc2cn3c(C)csc3n2)s1	-19	-0.9	-4	5	-4	-0.2	0	-6	5	.
16	COc1ccc(S(=O)(=O)/N=C2/C=CC(=O)C(C)=C2C)cc1	-33	10.0	-8	2	12	-0.3	-1	-1	-44	-2
17	O=C(Cn1ncc2c1-c1ccccc1OC2)N1CCc2ccccc21	4	-0.3	3	-7	-2	4.8	0	-1	2	-2
18	O=C(Cc1c[nH]c2ccccc12)NNC(=O)c1ccccc1	6	-1.1	6	6	0	2.3	4	-1	6	0
19	COc1cccc(C(c2nnnn2Cc2ccccc2)N2CCN(C3CCCC3)CC2)c1OC (stereo unspecified)	4	0.6	-1	1	-2	1.5	1	-5	-2	2
20	CCN(CC)C(=O)c1sc(NC(=O)c2cccc([N+](=O)[O-])c2)c(C#N)c1C	4	1.0	1	0	-2	-0.1	2	-1	-5	-2

Part of the list above, reformatted.
8	O=C(Oc1ccc2c(c1)OCO2)c1cccs1
9	O=C(COC(=O)C1(c2cccc(F)c2)CCCC1)NCc1cccs1
10	NC(=O)CC(NC(=O)Cc1ccc(Br)cc1)c1ccc(N2CCN(c3ccccn3)CC2)c([N+](=O)[O-])c1 (stereo unspecified)
11	COc1ccc(C(=O)NC2CCCc3ccccc32)cc1 (stereo unspecified)
12	COc1ccc(/C=N/NC(=O)c2ccc3c(c2)OCCO3)cc1[N+](=O)[O-]
13	CCN1C(=O)N(c2ccc(C(C)=O)cc2)S(=O)(=O)c2ccccc21
14	O=C(Nc1ccc(S(=O)(=O)Nc2nccs2)cc1)C1=NN(c2ccccc2)C(=O)CC1
assay / entry,8,9,10,11,12,13,14
HTR5A inv ag,-18,0,-22,12,-4,5,-6
MOR-DOR ag,-1.0,-0.9,2.1,0.2,2.4,0.0,-1.7
Cardiac RTF inh,-4,-2,-4,-11,5,-16,4
cardiac RTF act,-2,-4,9,1,-3,-1,3
HTR5A ag ctr,1,2,0,-2,2,-1,2
LANA DNA inh,1.4,0.9,-0.3,-0.7,0.7,0.9,2.1
V-ATPase pHluor,1,0,3,4,3,0,0
Keap1-Nrf2 PPI,0,0,1,-1,4,-1,1
OPRM1-OPRD1 inv,5,4,-11,-1,-15,0,9
CAL-PDZ inh HTS,-1,.,-7,.,-4,-5,-4

15	CCc1ccc(S(=O)(=O)NCc2cn3c(C)csc3n2)s1
16	COc1ccc(S(=O)(=O)/N=C2/C=CC(=O)C(C)=C2C)cc1
17	O=C(Cn1ncc2c1-c1ccccc1OC2)N1CCc2ccccc21
18	O=C(Cc1c[nH]c2ccccc12)NNC(=O)c1ccccc1
19	COc1cccc(C(c2nnnn2Cc2ccccc2)N2CCN(C3CCCC3)CC2)c1OC (stereo unspecified)
assay / entry,15,16,17,18,19
HTR5A inv ag,-19,-33,4,6,4
MOR-DOR ag,-0.9,10.0,-0.3,-1.1,0.6
Cardiac RTF inh,-4,-8,3,6,-1
cardiac RTF act,5,2,-7,6,1
HTR5A ag ctr,-4,12,-2,0,-2
LANA DNA inh,-0.2,-0.3,4.8,2.3,1.5
V-ATPase pHluor,0,-1,0,4,1
Keap1-Nrf2 PPI,-6,-1,-1,-1,-5
OPRM1-OPRD1 inv,5,-44,2,6,-2
CAL-PDZ inh HTS,.,-2,-2,0,2

New compounds follow:
#	SMILES	HTR5A inv ag	MOR-DOR ag	Cardiac RTF inh	cardiac RTF act	HTR5A ag ctr	LANA DNA inh	V-ATPase pHluor	Keap1-Nrf2 PPI	OPRM1-OPRD1 inv	CAL-PDZ inh HTS
21	O=C(COc1ccc(Cl)cc1)NNC(=O)C(=O)N1CCCCC1	-22	0.4	-4	-4	7	-0.9	-5	-3	-2	.
22	O=C(c1cc2c(ccc3ccccc32)oc1=O)N1CCN(CCO)CC1	0	-2.9	-10	5	0	1.7	4	-1	15	.
23	COc1ccc([N+](=O)[O-])cc1NCc1ccco1	-11	1.9	-7	-2	-1	-1.1	-2	-4	-10	10
24	Cc1ccc(Nc2nc(C(=O)NCCCN3CCOCC3)cs2)cc1	-10	-1.5	4	-3	4	-2.3	-1	1	8	-2
25	Cc1ccc(CNS(=O)(=O)c2cccc3nsnc23)cc1	-27	-1.1	2	-5	-4	0.8	-1	2	6	-6
26	CN(c1ccc(C(=O)NCc2ccccn2)cc1)S(=O)(=O)c1ccc(Cl)cc1	2	-2.0	-11	-3	3	1.2	2	2	10	-1
27	O=C(Cn1cnc2c(oc3nc4c(cc32)CCCC4)c1=O)Nc1ccccc1	4	0.9	-10	3	-1	1.3	2	-4	-5	-5
28	COc1ccc(N(CC(=O)N2CCOCC2)S(C)(=O)=O)cc1	12	0.9	0	-7	-3	12	4	-2	-4	-1
29	Cn1c(CBr)c(C(=O)c2ccc([N+](=O)[O-])cc2)c(=O)n(C)c1=O	-6	0.8	-13	7	-1	0.7	-2	0	-4	.
30	O=C(NCCc1ccccn1)C1CC(=O)N(Cc2ccccc2Cl)C1 (stereo unspecified)	-5	-2.8	1	-2	2	-1.1	3	-6	14	-1
31	COc1ccc(C(=O)NCC(=O)NC2=NCCS2)cc1	11	-3.1	-6	-4	4	0.1	1	-4	17	0
32	COc1ccc(-c2csc(Nc3ccccc3)n2)cc1	8	2.2	8	-4	-3	1.4	2	1	-10	3
33	COc1ccc(NC(=O)CSc2ccc(-c3ccco3)nn2)c(OC)c1	-34	0.8	-3	-3	5	-2.1	-1	-6	-4	-3
34	Cc1ccccc1SCC(=O)NCC(c1ccc(F)cc1)N1CCOCC1 (stereo unspecified)	-8	-2.0	-1	0	5	1.5	-3	-3	8	53*
35	CNC(=S)N1CCC(n2cnc3ccccc32)CC1	0	-0.9	4	-3	0	0.0	0	1	5	0
36	CCn1c(=NC(=O)CSC(C)=O)sc2ccccc21	-26	-2.2	10	-6	10	-2.4	-6	-6	11	-4
37	COc1ccc(C(=S)N2CCCC2)cc1Br	2	-1.5	2	4	0	-0.7	-2	-5	8	3
38	COC(=O)[C@@]1(Cc2ccccc2)[C@H]2C(=O)N(Cc3ccccc3)C(=O)[C@H]2[C@H]2CN=C(SCc3ccc(C#N)cc3)N21	11	-2.3	-7	0	-3	-1.1	4	-4	11	9
39	Cc1cc(C)n(C(=O)CNC(=O)c2ccc3c(c2)OCCO3)n1	-9	-1.8	-23	1	4	-0.4	-4	-7	10	-5
40	O=C(O)Cc1ccc(NS(=O)(=O)c2ccccc2Br)cc1	-3	-0.2	-17	-1	2	0.1	0	-4	1	2
41	O=c1oc(-c2ccccc2F)nc2c1cnn2-c1ccccc1	-12	-0.4	4	-1	4	-1.9	0	-2	2	-1
42	O=C(Nc1ccc(S(=O)(=O)O)cc1)c1ccc2c(c1)S(=O)(=O)c1ccccc1C2=O	-55	0.9	2	0	20	0.8	0	-5	-5	-1
43	CCOc1cccc(CN2CCCC(C(=O)Nc3cccc(-n4cccn4)c3)C2)c1 (stereo unspecified)	3	-2.1	-4	1	-2	-1.9	2	2	11	5
44	Cc1ccc(S(=O)(=O)N(C)C)cc1NC(=O)COC(=O)CCC1CCCC1	-26	-0.5	-3	-10	2	1.4	-1	2	3	2
45	CC(C)c1ccccc1N1CC(C(=O)O)CC1=O (stereo unspecified)	2	-1.6	-6	1	-1	0.0	-1	-3	8	-4
46	COc1cc(OC)cc(C(=O)N2CCN(C(=O)c3cccs3)CC2)c1	-1	0.4	-15	-8	0	0.3	-3	1	-3	0
47	O=C(CCNC(=O)C1CCN(S(=O)(=O)c2ccccc2)CC1)NCc1ccccn1	2	-1.7	6	-4	-1	-2.0	-4	-2	9	4
